LmPK inhibitor – qHTS Assay for Inhibitors of Leishmania Mexicana Pyruvate Kinase (LmPK) | AID 1721, 2009 | Potency, µM (series often up to 57.5 µM), without a hit: top-dose activity change, negative = inhibition, hits mostly inhibitors | purified LmPK, Kinase-Glo ATP luminescence, 1 h | hit rate 0.37% among 290,000 | Q27686; note: potency is the fitted concentration of half-maximal effect
Target sequence (Q27686 whole entry, looked up): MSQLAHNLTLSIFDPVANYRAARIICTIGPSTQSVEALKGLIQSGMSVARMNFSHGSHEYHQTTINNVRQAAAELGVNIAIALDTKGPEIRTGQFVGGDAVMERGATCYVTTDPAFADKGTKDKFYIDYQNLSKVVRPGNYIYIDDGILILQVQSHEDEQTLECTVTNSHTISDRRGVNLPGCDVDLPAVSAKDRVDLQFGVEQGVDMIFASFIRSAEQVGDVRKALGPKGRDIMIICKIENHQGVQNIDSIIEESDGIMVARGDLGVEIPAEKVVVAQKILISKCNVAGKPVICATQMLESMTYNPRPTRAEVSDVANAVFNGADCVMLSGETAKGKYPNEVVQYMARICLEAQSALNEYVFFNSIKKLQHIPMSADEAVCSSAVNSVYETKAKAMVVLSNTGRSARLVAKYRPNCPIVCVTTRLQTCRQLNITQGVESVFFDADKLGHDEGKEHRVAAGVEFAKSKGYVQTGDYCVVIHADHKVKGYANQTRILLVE
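0.1 nM LmPK, 0.5 mM PEP, 0.1 mM ADP; 50 mM imidazole pH 7.2, 7 mM MgCl2, 50 mM KCl; 1 h RT. Kinase-Glo luminescence readout, normalized to no-enzyme (full inhibition) and uninhibited wells.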
AmpC inh detg – qHTS Inhibitors of AmpC Beta-Lactamase (assay with detergent) | P00811 | AmpC hydrolysis of nitrocefin, absorbance 480 nm, 0.01% Triton | Potency, µM (highest dose often 114 µM), without a hit: at the top dose activity change, negative = inhibition, actives largely listed as inhibitors | hit rate 0.041% among 370,000 | AID 485294, 2010;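 note: potency is the fitted concentration of half-maximal effect; 0% = no-compound wells and -100% = no-enzyme wells; nearly all actives have a fitted effect of over 25% in size; some results filed as inactive show a strong effect at the top dose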
Target sequence (P00811 whole entry, looked up): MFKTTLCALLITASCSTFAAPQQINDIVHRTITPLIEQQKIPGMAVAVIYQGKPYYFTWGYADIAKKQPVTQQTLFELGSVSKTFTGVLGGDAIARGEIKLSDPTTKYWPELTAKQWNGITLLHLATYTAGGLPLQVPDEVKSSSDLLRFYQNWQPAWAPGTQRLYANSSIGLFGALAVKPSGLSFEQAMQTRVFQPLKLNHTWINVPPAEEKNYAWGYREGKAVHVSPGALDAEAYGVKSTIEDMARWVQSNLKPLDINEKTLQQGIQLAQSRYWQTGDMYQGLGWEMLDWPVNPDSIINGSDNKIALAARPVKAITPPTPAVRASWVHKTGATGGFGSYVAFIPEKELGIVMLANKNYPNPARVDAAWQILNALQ
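20 mM phosphate pH 7.0 + 0.01% (detergent screen) or 0.0001% Triton X-100; 5.3 nM AmpC reagent; cpd preinc 15 min RT; nitrocefin (800 uM stock) to start; A480 q20 s × 4 min; Activity was normalised to no-enzyme and no-compound control wells.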
AmpC inh no detg – qHTS Inhibitors of AmpC Beta-Lactamase (assay without detergent); hit rate 0.52% among 330,000; P00811; Potency, µM (doses to about 57.1 µM), inactives show top-dose activity change, negative = inhibition, most hits filed as inhibitors; AmpC nitrocefin hydrolysis, absorbance 480 nm, 0.0001% Triton; AID 485341, 2010;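 note: potency is the fitted concentration of half-maximal effect; plate controls were no compound for no effect and no enzyme for full effect; nearly all actives have a fitted effect of over 20% in size; some results filed as inactive show a strong effect at the top dose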
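20 mM phosphate pH 7.0 + 0.01% (detergent screen) or 0.0001% Triton X-100; 5.3 nM AmpC reagent; cpd preinc 15 min RT; nitrocefin (800 uM stock) to start; A480 q20 s × 4 min; Activity was normalised to no-enzyme and no-compound control wells.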
Tb PYK inh – qHTS of Trypanosoma Brucei Inhibitors; TbPYK enzyme, Kinase-Glo Plus ATP luminescence, 45 min; Potency, µM (series often up to 76.8 µM), without a hit: top-dose activity, negative = inhibition, hits mostly inhibitors; hit rate 0.12% among 410,000; AID 624173, 2012; note: potency is the fitted concentration of half-maximal effect; nearly all actives have a fitted effect of over 50% in size
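Assay buffer: 50 mM TEA pH 7.2, 100 mM KCl, 10 mM MgCl2, 0.05% BSA, 0.01% Tween-20. Pyruvate kinase from T. brucei plus substrate met compound, then ADP (130 uM final). Luminescence was read post 45 min RT.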
AMA1-RON2 inh – qHTS for Inhibitors of AMA1-RON; Towards Development of Antimalarial Drug Lead: Primary Screen; AlphaScreen AMA1-biotinylated RON2 peptide binding; Potency, µM (doses to about 58.2 µM), for inactives: at the top dose activity change, negative = inhibition, usual class: inhibitors; hit rate 0.2% among 360,000; AID 720542, 2013;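 note: potency is the fitted concentration of half-maximal effect; 0% = vehicle wells and -100% = peptide control; nearly all actives have a fitted effect of over 45% in size; some results filed as inactive show a strong effect at the top dose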
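AMA1 (3D7) with his tag at 25 nM final met compounds first, then biotinylated RON2 peptide at 25 nM; detection used donor plus acceptor beads, 10 µg/mL apiece, read by AlphaScreen after 30 min at room temperature.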
HCMV inh – qHTS Assay for inhibitors of the human cytomegalovirus (HCMV). hit rate 4.5% among 410,000. HFF cells, HCMV-luciferase reporter, 72 h; hits give low values. activity change, negative = inhibition, % at 57.5 µM; in the data active = activity change below about -60%; inconclusive = no clear call, values can overlap the other calls; inactive = above about -39%
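Luciferase read-out from HCMV-luciferase-infected HFFs (MOI 1 PFU/cell) 72 h post infection at 37C; compounds added after 16 h cell attachment; activity normalized between buffer-only basal and Salinomycin (10uM) inhibitor controls.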
HCV inhibitor – qHTS Assay for Inhibitors of Hepatitis C Virus (HCV); Huh7.5.1 HCVcc-Cre infection, luciferase reporter, 44 h; Potency, µM (top dose mostly 41.8 µM), without a hit: top-dose activity change, negative = inhibition, actives largely listed as inhibitors; hit rate 3.4% among 340,000; AID 651820, 2012; note: potency is the fitted concentration of half-maximal effect
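1,000 cells/well; 4 h culture; + compound; + HCVcc-Cre (~0.5 moi); 44 h; luciferase substrate, RT 15 min; read 15 sec.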
Starred values were filed as active, the others as inactive; ? = inconclusive; . = no result given; [ ] = dose if it differs, or a comment. Unless noted, calls come from the whole dose curve; as a rule, active = well fitted curve in the direction sought with a large enough effect; inconclusive = small, poorly fitted or top-dose-only effect, or another doubt; inactive = no such curve, though single readings can be large; an effect the other way counts as inactive or inconclusive. Unless noted, % is set by controls: 0 for no effect and ±100 for the full control effect.

Second line of a record: AmpC inh detg	AMA1-RON2 inh	LmPK inhibitor	HCV inhibitor	HCMV inh	Tb PYK inh	AmpC inh no detg
1: Cn1c(N)c(S(=O)(=O)NCc2ccc(Cl)cc2)c(=O)n(C)c1=O
→ -8%	10%	2%	20%	-1	-2%	-7%
2: CC(/C=C/c1ccc(OCc2ccccc2)cc1)=N\O
→ ?	-5%[11.6 µM]	-9%	-3%	33	5%	-24%
3: CCCCN(C(=O)CN1CCOCC1)c1c(N)n(CC(C)C)c(=O)[nH]c1=O
→ ?	-1%[11.6 µM]	2%	24%	-32	-3%	-37%
4: COc1ccc(C(=O)Nc2ccccc2C(=O)NC(Cc2c[nH]c3ccccc23)C(=O)O)cc1 (stereo not drawn)
→ 1%	3%	-4%	9%	-11	-7%	-40%
5: COC(=O)c1sc(=S)n(-c2cccc(Cl)c2)c1N
→ 0%	-5%	-4%	1%	13	-21%	-13%
6: CC1CCCN(C(=O)COC(=O)/C=C/c2ccc(C(F)(F)F)cc2)C1 (stereo not drawn)
→ 6%	3%	.	?	-1	0%	34%
7: CCN(CC)c1ccc(C=NCCNS(=O)(=O)c2ccc(C)cc2)cc1
→ 9%	0%	1%	29%	-15	0%	26%
8: COc1cc(C(=O)Oc2cccc(Nc3ncnc4ccccc34)c2)cc(OC)c1OC
→ -16%	-9%	5%	25µM*	-70*	8%	64%[activator]
9: CCN(C[C@H]1N[C@@](CC)(C(=O)OC)[C@H]2C(=O)N(C)C(=O)[C@@H]12)S(=O)(=O)c1ccc(C(F)(F)F)cc1
→ .	-6%	.	-6%	-1	-3%	166%[activator]
10: O=c1[nH]c(=S)[nH]c2c1C(C1CCCCC1)OC(C1CCCCC1)C2 (stereo not drawn)
→ .	72%[activator]	.	.	-4	-3%	.
11: COc1ccc(CC(=O)Nc2ccc(NC(=O)c3ccccc3F)cc2)cc1
→ 2%	-7%	6%	3%	-15	-3%	-8%
12: O=C(/C=C/Nc1ccc(S(=O)(=O)Nc2ncccn2)cc1)c1ccc2ccccc2c1
→ 7%	-5%	-3%	?	-13	0%	-25%
13: Cc1ccccc1NC1c2ccccc2C(=O)N1Cc1ccco1 (stereo not drawn)
→ -8%	0%	12%	-11%	69	-12%	-3%
14: Cc1[nH][nH]c(=O)c1[C@@H](c1ccccc1[N+](=O)[O-])C(C#N)C#N
→ 13%	-2%	8%	32%[activator]	-1	-11%	-12%
15: COCCCNC(=S)Nc1cc2oc3ccccc3c2cc1OC
→ 4%	16%	-4%	8.9µM*	4	-2%	62%[activator]
16: CCNC(=O)c1c(N)sc2c1CCCCC2
→ -10%	.	7%	.	.	.	-2%
17: NC(=O)COc1ccc(NC(=O)c2ccccc2-c2ccccc2)cc1
→ 0%	-6%	3%	5%	-11	1%	-21%
18: CCc1[nH]nc(C(=O)NC2CCCN(Cc3ccccc3F)C2)c1C (stereo not drawn)
→ -4%	-1%	-9%	-28%	-16	-10%	-9%
19: COc1cc2ncnc(NCc3cccs3)c2cc1OC
→ 7%	-1%	0%	-16%	1	1%	-33%
20: COC(=O)c1sccc1NC(=S)Nc1cc(C)ccc1OC
→ 1%	94%[activator]	-3%[11.5 µM]	19%	-6	-4%	-24%
21: Cn1ncc(Br)c1C(=O)N1CCc2ccccc21
→ ?	-7%	5%	23%	-3	-9%	-3%
22: COc1ccc(-c2cc(-c3nnc(COC(=O)C4CC4)o3)c3ccccc3n2)cc1OC
→ -17%	43%[activator]	1%	?	-16	-13%	107%[activator]
23: Cc1ccc([C@H]2C[C@H](n3cc(COC(=O)c4ccccc4)nn3)[C@@H](O)CN2C(=O)C2CCCCC2)cc1
→ .	-1%	.	.	-19	13%	.
24: Cc1nnc2ccc(-c3cccc(NC(=O)c4ccco4)c3)nn12
→ 2%	1%	1%	?	0	4%	-8%
25: O=C(Cc1csc(NC(=O)Nc2cccc(Cl)c2)n1)NCc1ccccn1
→ ?	51%[activator]	.	?	39	-9%	-10%
26: Cc1ccc(C(=O)NCCCNC(=O)Cc2ccccc2)cn1
→ -8%	-5%	0%	-3%	38	5%	0%
27: COCCNC(=S)N1CCN(C(=O)C(=O)Nc2ccc(C(=O)OC)cc2)CC1
→ -15%	0%	-2%	0%	-24	-11%	-15%
28: O=C(NCCc1csc(-c2ccc(F)cc2)n1)c1ccc(Br)o1
→ 22%	.	.	.	-24	-4%	.
29: O=S1(=O)N[C@H](Cc2ccccc2)COc2cccc(N3CCSCC3)c21
→ .	4%	.	.	-5	1%	.
30: O=c1c(-c2cc(-c3ccccc3)nc3c2COc2ccccc2-3)coc2ccc(Cl)cc12
→ -2%	.	.	.	15	-7%	.

Following part.
Second line of a record: AmpC inh detg	AMA1-RON2 inh	LmPK inhibitor	HCV inhibitor	HCMV inh	Tb PYK inh	AmpC inh no detg
31: Cc1c(C(=O)Nc2ccccc2Cl)oc2ccc(S(=O)(=O)N3CCCCCC3)cc12
→ 9%	.	.	.	6	-3%	.
32: O=C(CCc1nc(-c2ccccc2F)no1)NCCN1CCN(Cc2ccccc2)CC1
→ ?	-3%	0%	-24%	?	-6%	46%
33: Cc1sc2nc[nH]c(=O)c2c1-c1ccc(Cl)cc1
→ 0%	-4%	2%	-12%	-74*	-1%	-25%
34: COc1ccc2cc(C(=O)C3CCCN(C(=O)c4cnccn4)C3)ccc2c1 (stereo not drawn)
→ -8%	1%	0%	8%	-26	-7%	99%[activator]
35: COC(=O)c1ccc(NC(=O)CC2C(=O)N(C)C(=S)N2Cc2ccc(S(N)(=O)=O)cc2)cc1 (stereo not drawn)
→ 5%	?	-2%	-9%	-6	2%	0%
36: CC1(C(=O)NS(=O)(=O)c2ccc(F)cc2F)CCN1C(=O)CC1CCCCC1 (stereo not drawn)
→ .	15%	.	.	-27	-1%	.
37: N#C/C(=C\c1ccc[nH]1)C(=O)Nc1ccccc1Cl
→ ?	0%	-16%	5%	108	4%	-4%
38: CC1CCN(c2ccc(/C=C(\C#N)c3nn(-c4ccccc4)c(N)c3C#N)cc2[N+](=O)[O-])CC1
→ -14%	-23%	3%	-6%	?	-16%	-20%
39: COc1ccc(-c2c(C)c3ccc(O)c(CN4CCOCC4)c3oc2=O)cc1OC
→ -6%	.	.	.	-4	0%	.
40: CC(C)(C)SCCNC(=O)CN(c1ccc(F)cc1)S(C)(=O)=O
→ ?	-7%	0%	17%	23	2%	29%
41: CC1CCN(C(=O)C2CCN(CCCc3ccccc3)CC2)CC1
→ -12%	.	2%	.	.	.	95%[activator]
42: COc1ccc(-n2nc(C(=O)NCC(=O)NCCC3=CCCCC3)c3ccccc3c2=O)c(OC)c1
→ -10%	0%	0%	-3%	25	1%	3%
43: O=C(O)c1ccc(Cn2c(SCc3ccc(F)cc3)nc3ccncc32)cc1
→ 2%	.	.	.	1	-3%	.
44: CCN(CC)c1ccc(NC(=O)CCNS(=O)(=O)c2ccc3c(c2)CCC(=O)N3)c(C)c1
→ 5%	2%	-1%	-17%	?	-3%	7%
45: Cc1ccc(S(=O)(=O)N2CCOCC2)cc1NC(=O)COC(=O)c1ccc(OCc2c(C)noc2C)cc1
→ -2%	-1%	4%	0%	-19	2%	89%[activator]
46: COc1cc(S(=O)(=O)NCC2COCCO2)ccc1-n1cnnn1 (stereo not drawn)
→ -2%	2%	1%	11%	-1	-4%	-26%
47: COc1ccc(N2CC(O)=C(c3nc(C)cs3)C2=N)cc1
→ -2%	-2%	9%	-34%	30	1%	-11%
48: CC(C)N1CCOC(c2ccc(O)c(O)c2)C1 (stereo not drawn)
→ .	29%	.	.	21	-2%	.
49: O=C(O)CCSc1nnc(-c2cccnc2)n1-c1ccccc1
→ 2%	-7%	7%	9%	-24	1%	-7%
50: Cc1ccc(CNC(=O)CCc2nc3ccccc3c(=O)[nH]2)cc1
→ 3%	13%	0%	-2%	-18	-7%	-22%
51: O=S(=O)(c1ccccc1F)N1CCN(C(=S)NCc2ccccc2)CC1
→ 1%	-6%	2%	-4%	-31	4%	-48%
52: COc1ccc(NC(=S)NCc2ccccc2Cl)c(OC)c1
→ ?	?	-3%	-18%	-27	-4%	-18%
53: Cc1cccc(N2CCN(C(=O)c3cnn(-c4ccccc4)c3C3CCN(C(=O)OC(C)(C)C)CC3)CC2)c1C
→ 1%	.	.	.	0	-14%[15.4 µM]	.
54: CCOC(=O)C1=CCN(S(=O)(=O)c2ccccc2F)C1c1ccc(Cl)c(Cl)c1 (stereo not drawn)
→ .	2%	.	.	-9	1%	.
55: COCCNC(=O)CSc1nc2cc3c(cc2c(=O)n1Cc1ccco1)OCO3
→ -10%	-5%	-1%	?	-37	.	-10%
56: CC1=C(C(=O)OCCOC(C)C)C(c2cccnc2)C2=C(CCCC2=O)N1 (stereo not drawn)
→ ?	5%	-4%	-6%	3	-7%	2%
57: O=C(COc1ccc(F)cc1)NN1C(=O)CSC1=S
→ ?	62%[activator]	3%	11%	-13	-4%	-10%
58: O=C(Nc1ccc(Cl)cc1)Nc1nc(-c2sccc2Br)cs1
→ 1%	-16%	7%	18%	?	-11%	-52%
59: Cc1cc([N+](=O)[O-])cnc1Sc1nccn1C
→ ?	6%	0%	8%	-23	7%	-14%
60: CCc1nc(SCC(=O)N2CCCc3ccccc32)c2oc3ccccc3c2n1
→ ?	-11%	3%	11µM*	-19	.	-21%

Single records, as listed above:
Results for Cc1sc2nc[nH]c(=O)c2c1-c1ccc(Cl)cc1 : AmpC inh detg: 0%; AMA1-RON2 inh: -4%; LmPK inhibitor: 2%; HCV inhibitor: -12%; HCMV inh: -74*; Tb PYK inh: -1%; AmpC inh no detg: -25%
Results for COc1cc(S(=O)(=O)NCC2COCCO2)ccc1-n1cnnn1 (stereo not drawn) : AmpC inh detg: -2%; AMA1-RON2 inh: 2%; LmPK inhibitor: 1%; HCV inhibitor: 11%; HCMV inh: -1; Tb PYK inh: -4%; AmpC inh no detg: -26%

Assay outcomes: PubChem, National Center for Advancing Translational Sciences (NCATS)
